Bioassay records deposited in PubChem by Broad Institute.
INS-1E GSIS act = GLuc luminescence reporter in INS-1E cells, primary screen for activators of glucose-dependent secretion of insulin; INS-1E GLuc reporter insulin secretion, 2-3 h; hit rate 0.61% among 370,000; AID 743287, 2014; activation, % at 16.6 µM;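 active = lowest replicate activation of at least 40%, so every replicate reaches that level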;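 also: 0% = median of neutral control wells and 100% = median of IBMX positive control wells; some compounds called inactive have numbers as strong as hits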
RAD52 anneal inh = RAD52 DNA annealing inhibitors, primary screen, biochemical, FRET, single point, set 2. recombinant RAD52 DNA annealing, FRET fluorescence. inhibition, % at 18.7 µM. hit rate 0.46% among 360,000. AID 651710, 2012;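 active = every replicate showing at least 50% inhibition; inconclusive = mean inhibition at least 50% but not in every replicate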
Target sequence (P43351 whole entry, looked up): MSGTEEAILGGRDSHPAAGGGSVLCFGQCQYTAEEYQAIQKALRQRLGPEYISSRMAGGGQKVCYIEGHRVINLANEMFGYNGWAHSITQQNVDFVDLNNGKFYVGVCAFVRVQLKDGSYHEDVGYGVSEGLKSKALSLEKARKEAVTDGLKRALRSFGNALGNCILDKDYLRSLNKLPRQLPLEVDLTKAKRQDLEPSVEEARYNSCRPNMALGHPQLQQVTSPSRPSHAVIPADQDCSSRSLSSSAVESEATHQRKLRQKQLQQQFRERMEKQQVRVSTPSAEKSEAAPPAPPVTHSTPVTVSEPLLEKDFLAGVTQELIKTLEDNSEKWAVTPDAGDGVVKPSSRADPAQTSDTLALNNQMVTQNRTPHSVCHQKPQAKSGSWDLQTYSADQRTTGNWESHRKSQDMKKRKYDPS
ARNT TACC3 PPI = disruptors of ARNT/TACC3 protein interaction, primary screen, biochemical, AlphaScreen, single concentration. Transforming acidic coiled-coil-containing protein 3 (Homo sapiens), Q9Y6A5. AlphaScreen His-ARNT PAS-B/GST-TACC3 binding, luminescence; TACC3 fragment carries E629A point mutation. inhibition, % at 9.99 µM. hit rate 0.66% among 390,000. AID 623870, 2012;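 active = mean inhibition of replicates at least 50% and at least half of replicates each reaching 50%; inconclusive = half or more replicates reach 50% but mean below 50%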;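 also: 0% = complete ARNT plus TACC3 wells and 100% = ARNT alone without TACC3; many hits fall short of the cut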
esBAF inh = Bmi1 luciferase reporter increase in mESCs, primary screen, esBAF inhibitor project, mouse ES cells, Bmi1 luciferase knock-in, single point | hit rate 2% among 350,000 | reporter increase, % at 12.5 µM | 24 h; 100% = twice the neutral-well signal | AID 602393, 2012; in the data active = activation above about 40%; inconclusive = no clear call, values can overlap the other calls;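 also: 0% = median of the plate's neutral control wells and 100% = double that signal; a rise in the Bmi1 reporter signal indicates esBAF inhibition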
XiGFP reactiv = activators of inactive X chromosome reactivation, primary screen, imaging, XiGFP fibroblasts, GFP high-content imaging, set 2. AID 743238, 2013. activation, % at 7.58 µM. XiGFP mouse fibroblasts, % GFP-positive cells imaging, 3 d; cells co-treated with 5-aza-dC sensitizer; scaled so ellipticine positive control = 100%. hit rate 0.055% among 360,000;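 active = mean normalized replicate activation at least 10% and every replicate at or above 10%; inconclusive = only one of the two criteria met; inactive = mean below 10% and not all replicates reach 10%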;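 also: 0% = median of on-plate neutral control wells and 100% = ellipticine 6 µM median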
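Schedule: 3 d treatment, 15 min room-temperature fixation; system: 68-5-11 XiGFP fibroblast line; buffer or medium: DMEM plus 5-aza-dC sensitizer; control set: ellipticine 6 µM positive control; compound: one concentration, pinned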
F508del corr = F508del CFTR correction, initial screen, CFBE line, single point; activity (quench increase), % at 7.58 µM; hit rate 0.36% among 350,000; AID 720511, 2013; CFBE cells, YFP halide quenching; stimulated with forskolin plus potentiator P3; % fluorescence drop versus neutral controls;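 active = mean added fluorescence quench of at least 8% versus neutral control, with both replicates also reaching 8%; inconclusive = only one of the mean or replicate conditions met; inactive = mean below 8% and not both replicates reaching 8%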;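 also: cells transiently co-express mutant CFTR-F508del with the halide-sensitive YFP; corrector assay measuring rescue of mutant channel to the surface after 24 h compound exposure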
ERAP1 inh = human ERAP1 aminopeptidase inhibitors, primary screen, biochemical, single point, plate reader; Endoplasmic reticulum aminopeptidase 1 (Homo sapiens), Q9NZ08; recombinant ERAP1, Leu-AMC fluorescence, 60 min; inhibition, % at 10.7 µM; hit rate 0.15% among 340,000;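 active = mean replicate inhibition of at least 30%, or all replicates individually reaching that 30% level; inactive = mean below 30% and not every replicate reaching it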;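 also: 0% = neutral control wells and 100% = L-leucinethiol positive control wells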
RAD54 branch = inhibitors of human RAD54 branch migration, primary screen, biochemical, fluorescence, single point. inhibition, % at 10.4 µM. RAD54 Holliday junction branch migration, FAM/BHQ fluorescence. hit rate 0.14% among 360,000. DNA repair and recombination protein RAD54-like (Homo sapiens), Q92698;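 active = mean normalized replicate activity at least 40 and at least half of replicates scoring 40 or more; inconclusive = only one of the two criteria met; inactive = mean below 40 and under half of replicates reaching 40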;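 also: 0% = median of neutral control wells and 100% = median of positive control wells; inhibitors cause a drop in the FAM fluorescence signal; in these data hits start at about 50%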
Numbers without * were called inactive; ? = inconclusive; nt = no result given; & = joins results of further samples.

SMILES | INS-1E GSIS act | RAD52 anneal inh | ARNT TACC3 PPI | esBAF inh | XiGFP reactiv | F508del corr | ERAP1 inh | RAD54 branch
Cc1cc(C(=O)Nc2cccc3c2O[C@H](CN(C)C(=O)NC2CCCCC2)[C@@H](C)CN([C@@H](C)CO)C3=O)n(C)n1 | 9 | 12 | -2 | 1 | 0.5 | 2.5 | -2 | 1
C[C@@H]1CN([C@H](C)CO)C(=O)c2cc(C#CC3CCCC3)cnc2O[C@@H]1CN(C)C(=O)c1ccncc1 | -12 | 2 | 3 | 1 | -0.1 | 1.4 | 4 | 2
C[C@H](CO)N1C[C@H](C)[C@@H](CN(C)C(=O)Cc2ccccc2)OCCCC[C@H](C)Oc2ccc(NC(=O)NC3CCCCC3)cc2C1=O | -6&-6 | 1 | 4 | 0&-4 | 0.0&-0.3 | 1.2&1.5 | 2 | -30&7
Cc1nn(CCCC(=O)NCCc2ccccc2)c(=O)c2nccn12 | nt | -2 | 1 | -7 | -0.1 | 1.1 | 3 | -9
Cc1cccc(N2CC(C(=O)OCC(=O)c3c(N)n(CC(C)C)c(=O)n(C)c3=O)CC2=O)c1C (stereo not given) | -9 | -2 | 2 | 4 | 0.0 | -1.2 | 1 | -12
CCN(CC(=O)Nc1ccc(OC)cc1)C(=O)CSCC(=O)Nc1cc(C)on1 | -23 | -7 | -3 | -5 | -0.1 | 0.7 | 0 | 0
C[C@H](CO)N1C[C@H](C)[C@H](CN(C)Cc2ccncc2)Oc2ccc(NC(=O)Nc3ccccc3)cc2CC1=O | -6 | 15 | -3 | -4 | 0.0 | 1.7 | 0 | 1
COc1ccc(N(CC(=O)Nc2ccccc2C(=O)NCC(C)C)S(C)(=O)=O)cc1 | 24 | nt | 2 | -2 | 0.0 | nt | nt | -5
Cc1ccc(S(=O)(=O)Nc2cccc3c2O[C@H](CN(C)S(C)(=O)=O)[C@H](C)CN([C@H](C)CO)C3=O)cc1 | 21 | -7 | 41 | -1 | 0.3 | 2.2 | 6 | 7
CCOc1ccccc1/C=c1\sc2nc(-c3ccco3)nn2c1=O | -22 | nt | -8 | -11 | nt | nt | nt | -8
COCC(=O)Nc1ccc2c(c1)OC[C@@H](C)N(Cc1ccccc1OC)C[C@H](C)[C@@H](OC)CN(C)C2=O | 0 | 2 | -2 | -1 | 0.2 | -2.0 | 1 | -3
O=C(CCN1CCOCC1)N1c2ccccc2Sc2ccc(Cl)cc21 | 13 | -11 | -7 | 3 | 0.0 | 0.5 | -5 | -21
Cc1cc(C(=O)N/N=C/c2c[nH]c3ccccc23)cs1 | -12 | -8 | 9 | nt | 0.6 | nt | -4 | nt
N#CC/C(N)=N/NC(=O)CCCNc1ncc(C(F)(F)F)cc1Cl | -10 | -62 | 4 | nt | 0.0 | 0.9 | -1 | nt
C#CCC(NC(=O)c1ccc(C(F)(F)F)cc1)C(=O)NCCC (stereo not given) | -2 | -5 | -2 | 6 | 0.0 | -0.8 | -1 | 11
COc1ccccc1Nc1c2ccccc2nc2ccccc12 | 13 | 49 | 11 | 5 | 0.3 | -1.2 | -3 | 59*
COc1ccc2nc(NC(=O)[C@@H]3CCCN3C(=O)c3cccs3)sc2c1 | -13 | -38 | nt | nt | -0.1 | -1.9 | 0 | nt
O=S(=O)(c1ccc(F)cc1)N1C[C@@H]2[C@H](c3ccccc31)[C@@H](CO)N2Cc1ccccc1Cl | -3 | -113 | -1 | -7 | -0.1 | 1.1 | 5 | -14
COCc1cc(CNC(=O)C2CCC(=O)N(Cc3ccccc3F)C2)[nH]n1 (stereo not given) | 25 | -10 | -3 | 6 | 0.4 | 1.2 | 2 | 6
Cc1ccc(S(=O)(=O)N(C)C[C@H]2OCCCC[C@@H](C)Oc3ccc(NC(=O)Nc4ccccc4)cc3C(=O)N([C@H](C)CO)C[C@@H]2C)cc1 | 23 | -14 | 5 | -7 | 0.0 | 0.8 | 2 | 1
CCCN(C)C[C@H]1OCCCC[C@@H](C)Oc2ccc(NC(=O)CCCN(C)C)cc2C(=O)N([C@@H](C)CO)C[C@@H]1C | 11 | nt | nt | 0 | 0.1 | -2.2 | nt | nt
CCCN(CC(=O)Nc1ccc(F)c(F)c1F)CC(=O)Nc1c(Cl)cccc1Cl | -44 | -11 | -4 | nt | 0.0 | -1.1 | 1 | -15
Clc1ccccc1-c1cc2nc(NCCCn3ccnc3)ccn2n1 | -2 | -5 | nt | ? | -0.1 | 3.2 | -1 | 14
CCC(=O)Nc1ccc(N2CCCCC2)c(C(=O)Nc2ccc(OC)cc2)c1 | -18 | -16 | 0 | -3 | -0.1 | -2.3 | 2 | -6
COc1ccc(CCNC(=O)C2CC(c3ccccc3F)=NO2)cc1 (stereo not given) | 11 | nt | -6 | 16 | 0.0 | -0.2 | nt | -9
C[C@@H]1CN([C@H](C)CO)C(=O)c2cc(-c3cccc(C(=O)N(C)C)c3)cnc2O[C@H]1CN(C)S(=O)(=O)c1ccccc1 | 3 | 2 | 10 | -8 | -1.4 | -2.2 | -3 | 0
CCOC(=O)c1sc(NC(=O)c2cncc(Br)c2)nc1C | 10 | -25 | nt | nt | nt | 0.9 | -1 | nt
C[C@@H]1CN([C@@H](C)CO)C(=O)c2cc(NC(=O)CCC(F)(F)F)ccc2O[C@@H]1CN(C)S(=O)(=O)c1cccs1 | -8 | -3 | 3 | -8 | -0.6 | 1.6 | 0 | 18
O=C(CSc1cccc[n+]1[O-])NCC1CCCCC1 | 4 | -12 | nt | -2 | 0.0 | -0.5 | 1 | -9
CC(C)COP(=O)(c1ccc(N(C)C)cc1)C(O)c1ccccc1 (stereo not given) | 5 | -7 | -21 | nt | 0.1 | -2.5 | 3 | nt
Clc1nc(Cl)nc(N(c2ccccc2)c2ccccc2)n1 | 7 | 5 | 1 | nt | 0.1 | -1.8 | -1 | -13
C[C@@H]1CN([C@H](C)CO)C(=O)c2cccc(NC(=O)c3ccncc3)c2O[C@@H]1CN(C)Cc1ccc2c(c1)OCO2 | 11 | -1 | 2 | 0 | 0.3 | 0.2 | -2 | 5
C=CCn1c(C)nnc1SCC(=O)Nc1cc(S(=O)(=O)N2CCCC2)ccc1Cl | 8 | -3 | 0 | -1 | 0.1 | 3.5 | 3 | -4
O=c1c2ccc([N+](=O)[O-])cc2ncn1CCOc1ccc(Cl)cc1 | 11 | -16 | 12 | 0 | 0.0 | 1.4 | 0 | -1
COc1ccc(C(C)(O)c2nc(-c3ccc4c(c3)OCO4)cs2)cc1 (stereo not given) | -15 | -7 | nt | 3 | -0.1 | -3.3 | -1 | -5
CCCCCC(=O)N1CCN(CCN=CC2=C(O)CC(c3ccco3)CC2=O)CC1 (stereo not given) | 92 | nt | -1 | 0 | nt | nt | nt | -4
CCOc1cccc(C=NNc2nc(=O)cc(C(=O)OC)s2)c1O | -18 | 8 | nt | nt | 0.4 | 0.7 | -32 | nt
COc1ccc(S(=O)(=O)Nc2ccc3c(c2)CC(=O)N([C@H](C)CO)C[C@@H](C)[C@@H](CN(C)Cc2ccc(-c4ccccc4)cc2)O3)cc1 | 9 | -8 | 0 | -7 | -0.8 | 3.6 | -1 | -5
O=C(Nc1ccc(F)cc1)Nc1ccc(S(=O)(=O)N2CCCC2)cc1 | -25 | -23 | nt | 2 | 0.3 | -0.4 | -5 | 8
COc1ccc(C2(CNC(=O)c3cc(OC)c(OC)c(OC)c3)CCCC2)cc1OC | 18 | -6 | 1 | -11 | 0.0 | -2.0 | 1 | -4
CC1CCN(S(=O)(=O)c2cccc(C(=O)NNC(=O)c3ccco3)c2)CC1 | -14 | -7 | -11 | -3 | 0.1 | 1.0 | -3 | -3
CCc1ccccc1NC(=O)CSc1nnc(C2CC2)n1CC1CCCO1 (stereo not given) | 27 | -6 | -5 | nt | 0.0 | -1.2 | 2 | -1
Nc1nc(COc2ccccc2)cs1 | -10 | -6 | 1 | 25 | nt | 0.3 | -2 | -1
CO[C@H]1CN(C)C(=O)c2cc(NC(=O)NC3CCCCC3)ccc2OC[C@H](C)N(CCc2ccccc2)C[C@H]1C | -26 | -13 | 0 | -4 | -0.1 | 0.2 | 0 | -2
CN(C)c1nnnn1-c1ccc(Oc2ncc(C(F)(F)F)cc2Cl)cc1 | -11 | -4 | -15 | -3 | 0.0 | 0.9 | 1 | nt
O=C(Nc1cccc([N+](=O)[O-])c1)ONC1=NCCCCC1 | -13 | -9 | -20 | nt | 0.1 | -4.2 | -1 | 3
COCCNC(=O)C1CCCN(C(=O)c2ccc(OC)c(F)c2)CC1 (stereo not given) | 6 | 20 | nt | -2 | -0.1 | 1.8 | 3 | 1
COc1cc2c(cc1OC)C(/C=C/c1ccco1)=NCC2 | 6 | 32 | 6 | -2 | 0.0 | -1.3 | 4 | -3
O=C(Nc1cccc(Cl)c1N1CCCC1)c1ccco1 | -21 | 6 | -1 | -16 | 0.0 | -0.4 | -4 | -24
Cc1nn(-c2ccc3ccccc3c2)c(=O)c2ccccc12 | -3 | -8 | -5 | nt | 0.0 | 0.2 | 1 | 0
O=C(CN1CCCCC1)Nc1ccccc1-c1ccccc1 | -9 | -12 | -14 | 2 | nt | 1.8 | 1 | 5
Cc1ccc(C(=O)NC(=S)NCC2CCCO2)cc1[N+](=O)[O-] (stereo not given) | 10 | -11 | 1 | nt | 0.1 | 0.3 | -2 | nt
